CHRM1 PAM: positive allosteric modulators of human M1 muscarinic receptor; P11229; CHO-K1 hM1, Fluo-8 calcium fluorescence, ACh EC20; 0% = ACh EC20, 100% = maximal ACh; activation, % at 3 µM; 0.088% of 360,000 active; AID 588819; in the data active means activation above about 19%, passing the limit was not always enough
Target sequence (P11229 whole entry, looked up): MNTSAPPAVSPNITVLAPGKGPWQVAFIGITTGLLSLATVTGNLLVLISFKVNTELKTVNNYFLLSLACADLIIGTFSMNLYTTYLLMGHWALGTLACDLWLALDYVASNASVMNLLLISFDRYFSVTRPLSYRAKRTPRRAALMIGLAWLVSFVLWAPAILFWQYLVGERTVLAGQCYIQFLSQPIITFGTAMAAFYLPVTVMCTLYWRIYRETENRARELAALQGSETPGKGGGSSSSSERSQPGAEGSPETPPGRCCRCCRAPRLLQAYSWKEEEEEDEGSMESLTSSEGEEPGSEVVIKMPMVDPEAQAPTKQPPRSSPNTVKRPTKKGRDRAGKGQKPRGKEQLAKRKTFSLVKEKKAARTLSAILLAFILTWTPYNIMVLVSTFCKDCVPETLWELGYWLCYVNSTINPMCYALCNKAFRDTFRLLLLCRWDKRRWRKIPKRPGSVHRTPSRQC
CHRM1 antagonist: human CHRM1 antagonism. CHO-K1 hM1, Fluo-8 calcium fluorescence, ACh EC80 antagonist. 1.3% of 360,000 active. inhibition, % at 3 µM;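 active means percent inhibition above its own plate's cutoff, namely the mean of that plate's compound wells plus 3 SD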;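 further: peak over basal fluorescence ratio during 140 s after agonist addition; 0% = ACh EC80 plus DMSO and 100% = DMSO alone without agonist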
M4 ag: CHRM4 agonism in calcium assay; P08173; CHO-K1 hM4/Gqi5, Fluo-8 calcium fluorescence; vehicle 0%, full acetylcholine response 100%; activation, % at 3 µM; 0.14% of 360,000 active;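 active means activation above the run mean over all test wells plus 3 SD, cut at about 32% in these data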;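 further: peak over basal fluorescence ratio per well then scaled between controls; 0% = DMSO wells and 100% = acetylcholine at EC100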
CHO parental Ca: counter-screen for OX1R antagonists: effect in parental CHO cells; parental CHO-K1, ATP-induced calcium, Fluo-8 fluorescence; inhibition, % at 5.6 µM; 0.63% of 330,000 active; AID 463079;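 active means inhibition above that plate's mean sample inhibition plus 3 SD, cut at about 26% in these data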;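 further: 0% = ATP-challenged DMSO wells and 100% = DMSO wells without ATP; some compounds past the cut are filed as inactive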
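Measured by: calcium-sensitive Fluo-8 fluorescence / Test system: CHO parental line / Controls: ATP-challenged DMSO wells low, unchallenged DMSO wells high / Measure: % inhibition / Compound: single nominal dose of 5.6 µM per compound / Replicates: single well per compound, no replicates / Reagent: ATP as calcium-mobilizing challenge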
CHO-K1 Ca antag: M1 antagonist counterscreen hit in parental CHO-K1 cells; inhibition, % at 3 µM; AID 602250; ATP-induced calcium, Fluo-8 fluorescence; 0.6% of 360,000 active;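 active means inhibition above a per-plate cutoff, the plate's mean sample inhibition plus 3 SD, cut at about 24% in these data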;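 further: 0% = DMSO plus EC80 ATP and 100% = DMSO alone without ATP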
CHRM4 antagonist: blocks acetylcholine activation of human M4 receptor. P08173. CHO-hM4 cells, ACh EC80, Fluo-8 calcium fluorescence. inhibition, % at 3 µM. 0.73% of 360,000 active;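 active means inhibition above its plate's cutoff, the mean inhibition of sample wells plus 3 SD, cut at about 27% in these data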;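 further: 0% = acetylcholine EC80 with DMSO and 100% = DMSO without agonist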
CHO-K1 Ca ag: M1 agonist counterscreen hit in parental CHO-K1 cells; activation, % at 3 µM; Fluo-8 calcium fluorescence; scaled to maximal ATP response, vehicle zero; 0.48% of 360,000 active; in the data active means activation above about 15%;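 further: untransfected CHO-K1 host cells lacking M1 receptor as counterscreen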
OXTR potentiate: human OXTR potentiation | CHO-OTR cells, Fluo-8 calcium fluorescence, potentiator mode; 0% = oxytocin EC15, 100% = EC100 | P30559 | activation, % at 3 µM | 0.061% of 320,000 active;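 active means activation above that plate's cutoff, the mean activation of tested compounds plus 3 SD, cut at about 6.6% in these data, passing the limit was not always enough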;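 further: 100% uses oxytocin at 75 nM as the full agonist control; some results filed as inactive read as strong as hits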
Target sequence (P30559 whole entry, looked up): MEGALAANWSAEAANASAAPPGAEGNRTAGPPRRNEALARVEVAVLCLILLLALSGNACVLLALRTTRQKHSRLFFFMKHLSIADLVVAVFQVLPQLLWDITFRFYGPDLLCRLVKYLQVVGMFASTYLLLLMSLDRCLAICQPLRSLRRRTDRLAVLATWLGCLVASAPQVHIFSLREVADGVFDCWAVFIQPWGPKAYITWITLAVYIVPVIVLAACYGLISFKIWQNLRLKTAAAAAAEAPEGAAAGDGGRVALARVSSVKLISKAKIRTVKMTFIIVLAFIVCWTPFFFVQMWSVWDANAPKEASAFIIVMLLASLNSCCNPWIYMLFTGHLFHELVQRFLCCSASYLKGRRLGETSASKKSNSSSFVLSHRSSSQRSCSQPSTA
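System: human OTR in CHO cells; Also added: sub-maximal oxytocin, roughly EC15; Timing: compound 6 min at room temperature before oxytocin, 100 s read; Technique: Fluo-8 intracellular calcium fluorescence, ex 470-495, em 515-575 nm; Controls: oxytocin EC15 low and EC100 high; Replication: singlicate.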
M1 ag: human M1 muscarinic receptor agonism; activation, % at 3 µM; CHO-K1 hM1, Fluo-8 calcium fluorescence, agonist mode; 0% DMSO, 100% acetylcholine EC100; P11229; 0.33% of 360,000 active;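 active means activation above the run's mean compound activation plus 3 SD, cut at about 16% in these data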;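 further: peak over basal fluorescence ratio within a 140 s kinetic read after compound addition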
* hit, by the source's call; . = not tested or not shown.

SMILES	CHRM1 PAM	CHRM1 antagonist	M4 ag	CHO parental Ca	CHO-K1 Ca antag	CHRM4 antagonist	CHO-K1 Ca ag	OXTR potentiate	M1 ag
O=S(=O)(c1ccc(Cl)cc1)c1nc(-c2ccco2)oc1N1CCOCC1	6	-8	0	-9	-8	0	0.8	3	-2
CCOC(=O)N1CCC(n2c(SCC(=O)OCc3ccccc3)nc3ccsc3c2=O)CC1	-5	4	2	-10	10	26	0.2	-9	-2
CN1CCN(c2ccc(S(=O)(=O)N3CCCCC3)cc2NC(=O)CSC(C)(C)C)CC1	-5	12	3	.	0	-3	0.5	.	-3
CCC(C)C(NC(=O)C1CCC(=O)N1C(=O)OCc1ccccc1)C(=O)NC(Cc1ccccc1)C(N)=O (stereo not given)	19	-14	1	1	6	2	-0.9	5	3
CC(=O)c1ccc(-n2ccnc2)cc1	1	-5	1	-8	0	6	-0.1	-4	-3
Nc1c(Cl)c(Cl)nc(C(=O)OCC(=O)NC2CCCCC2)c1Cl	2	-5	3	-17	0	0	1.4	-3	-4
Cc1ccc(N(CCC(=O)O)S(=O)(=O)c2cccc(C(F)(F)F)c2)cc1	-1	7	0	-13	4	7	0.0	-17	-3
CCOC(=O)c1c(NC(=O)COC(=O)Cc2c[nH]c3ccccc23)sc(C(=O)N(C)C)c1C	9	-4	8	-1	6	-15	0.5	-4	2
COc1ccccc1C1CC(=O)Nc2cc3c(cc21)OCCO3 (stereo not given)	-1	-2	7	0	-6	-20	5.8	-3	0
O=C1CC(N2CCc3ccccc32)C(=O)N1c1ccccc1 (stereo not given)	2	0	1	-10	5	5	0.2	4	-3
O=C(NC1CC1)C1CCCN1C(=O)NC1CCCCC1 (stereo not given)	6	4	1	13	-12	2	0.9	-10	-4
CCO[C@@H]1OC(C(=O)NCc2nc3ccccc3[nH]2)=C[C@H](c2ccc(C(F)(F)F)cc2)[C@H]1CCCO	-7	0	-1	-28	-10	0	-0.7	-7	-9
O=C(COC(=O)c1cc[n+]([O-])cc1)Nc1ccc([N+](=O)[O-])cc1	3	-1	0	3	-8	3	-0.1	-15	-1
COc1ccc(NC(=O)C(c2ccc(OC)cc2)N(C)C(=O)c2cnccn2)cc1 (stereo not given)	3	-6	3	-16	3	-7	0.9	-10	-3
CCN(CCNC(=O)C1CCCN(Cc2nc(-c3ccc(OC)cc3)oc2C)C1)c1ccccc1 (stereo not given)	1	-4	10	-16	-11	-5	3.1	-6	-4
O=C(CN1C(=O)c2ccccc2C1=O)NCc1ccc(N2CCOCC2)cc1	4	-10	2	-14	-15	-24	1.1	-3	-2
O=c1c(O[C@H]2O[C@@H](CO)[C@H](O)[C@@H](O)[C@@H]2O)c(-c2ccc(O)cc2)oc2cc(O)cc(O)c12	3	2	0	-4	-10	-2	1.9	-5	-5
CCCN(C(=O)CSCc1ccc(C)cc1)c1c(N)n(Cc2ccccc2)c(=O)[nH]c1=O	4	-5	0	.	-1	-6	-0.6	.	-1
CC1(C(=O)NCc2ccc(F)c(F)c2)Cc2c(-c3cccc(C(N)=O)c3)ccnc2O1 (stereo not given)	8	-17	2	.	-19	-6	0.1	.	-3
CC1CCC(=NNC(=O)c2ccccc2-n2cccc2)CC1 (stereo not given)	7	-6	0	-18	0	-10	0.1	-15	-1
COC(=O)c1cc(=O)c2c(C)nc(C(Cl)(Cl)Cl)nc2[nH]1	9	-14	1	-8	-4	-10	1.4	-13	-1
COc1cccc(C2=NOC(C(=O)N3CCN(Cc4ccccc4)CC3)C2)c1OC (stereo not given)	6	-8	11	-16	-35	-9	5.3	-3	0
COc1ccc(C)cc1NC(=O)C1CCN(S(=O)(=O)c2cccc3cccnc23)CC1	-6	1	7	-10	3	-7	6.5	-1	1
CCOc1ccc(Nc2nc(Cc3nnc(SCC(=O)O)o3)cs2)cc1	8	5	0	-10	-20	0	0.4	-4	0
Cc1ccc(S(=O)(=O)N2CCOC23CCN(S(=O)(=O)c2cccs2)CC3)cc1	3	-4	1	6	0	5	2.3	-21	8
C#CCOCCOCCOCCNc1nc(N2CCN(C(=O)CCCCCCCCCCNC(=O)Cn3cc(C[C@@H](C)O)nn3)CC2)nc(N2CCN(C(=O)CCCCCCCCCCNC(=O)[C@H](CCCN=C(N)N)n3cc(C[C@@H](C)CC)nn3)CC2)n1	-11	10	0	-13	-9	13	0.3	-6	-8
Cc1cccc(NC(=S)NCCC(c2ccccc2)c2ccccc2)c1	-4	-6	3	-28	-8	9	4.5	-8	-5
CCc1ccc(NC2Nc3cc(C)nn3S2)cc1 (stereo not given)	5	-1	0	2	-10	5	0.3	-4	-6
COc1ccc(OC)c(Cc2nnc(CCC(=O)N3CCC(N4CCCCC4)CC3)o2)c1	-21	8	1	-5	-12	7	0.6	-6	-13
COc1cc(N)c(Cl)cc1C(=O)OCC(=O)NCC1CCCCC1	10	-7	6	-28	-7	-5	-0.1	8	4
CCN(CC)C(=O)CSc1nc(-c2cccs2)cc(-c2cccs2)c1C#N	-3	14	1	58*	-2	-6	1.5	-8	-2
Cc1ccc2cccc(OC(=O)c3ccc4c(c3)OCCO4)c2n1	2	0	0	-7	-16	5	1.2	2	-6
O=C(NCC(=O)N(Cc1ccccc1)C(C(=O)NC1CCCCC1)c1ccco1)c1ccco1 (stereo not given)	-5	8	13	-30	-3	-13	3.7	-13	1
O=C(Nc1ccc(F)cc1)Nc1nnc([C@H]2C[C@H](O)[C@@H](CO)O2)s1	8	-10	0	.	13	0	0.1	.	0
COCCn1c(C)cc(C(=O)COC(=O)c2cccc(O)c2)c1C	5	-8	3	-12	1	-4	2.1	0	0
CC(=O)c1c(C)[nH]c(C(=O)Nc2cccc(S(=O)(=O)N(C)C)c2)c1C	0	-7	8	-10	8	-4	1.1	-2	-11
Cc1cc(NCCCN2CCOCC2)n2c(nc3ccccc32)c1C#N	10	-11	1	-14	-15	-1	0.5	-1	-3
CCCC/S(C)=N/S(=O)(=O)c1ccc(C)cc1 (stereo not given)	4	-7	2	-7	-14	3	2.0	-7	2
O=C(Nc1ccc(Br)cc1)c1cccc(N2C(=O)CCC2=O)c1	2	-9	2	-6	6	2	0.9	2	-1
CCc1ccccc1NC(=O)CSc1nnc(-c2cc(C)[nH]n2)n1N	5	-6	-1	3	-18	5	-0.1	-3	-4

A portion of the results above, as a working copy:
SMILES	CHRM1 PAM	CHRM1 antagonist	M4 ag	CHO parental Ca	CHO-K1 Ca antag	CHRM4 antagonist	CHO-K1 Ca ag	OXTR potentiate	M1 ag
COC(=O)c1cc(=O)c2c(C)nc(C(Cl)(Cl)Cl)nc2[nH]1	9	-14	1	-8	-4	-10	1.4	-13	-1
COc1cccc(C2=NOC(C(=O)N3CCN(Cc4ccccc4)CC3)C2)c1OC (stereo not given)	6	-8	11	-16	-35	-9	5.3	-3	0
COc1ccc(C)cc1NC(=O)C1CCN(S(=O)(=O)c2cccc3cccnc23)CC1	-6	1	7	-10	3	-7	6.5	-1	1
CCOc1ccc(Nc2nc(Cc3nnc(SCC(=O)O)o3)cs2)cc1	8	5	0	-10	-20	0	0.4	-4	0
Cc1ccc(S(=O)(=O)N2CCOC23CCN(S(=O)(=O)c2cccs2)CC3)cc1	3	-4	1	6	0	5	2.3	-21	8
C#CCOCCOCCOCCNc1nc(N2CCN(C(=O)CCCCCCCCCCNC(=O)Cn3cc(C[C@@H](C)O)nn3)CC2)nc(N2CCN(C(=O)CCCCCCCCCCNC(=O)[C@H](CCCN=C(N)N)n3cc(C[C@@H](C)CC)nn3)CC2)n1	-11	10	0	-13	-9	13	0.3	-6	-8
Cc1cccc(NC(=S)NCCC(c2ccccc2)c2ccccc2)c1	-4	-6	3	-28	-8	9	4.5	-8	-5
CCc1ccc(NC2Nc3cc(C)nn3S2)cc1 (stereo not given)	5	-1	0	2	-10	5	0.3	-4	-6
COc1ccc(OC)c(Cc2nnc(CCC(=O)N3CCC(N4CCCCC4)CC3)o2)c1	-21	8	1	-5	-12	7	0.6	-6	-13
COc1cc(N)c(Cl)cc1C(=O)OCC(=O)NCC1CCCCC1	10	-7	6	-28	-7	-5	-0.1	8	4
CCN(CC)C(=O)CSc1nc(-c2cccs2)cc(-c2cccs2)c1C#N	-3	14	1	58*	-2	-6	1.5	-8	-2
Cc1ccc2cccc(OC(=O)c3ccc4c(c3)OCCO4)c2n1	2	0	0	-7	-16	5	1.2	2	-6

Continued:
SMILES	CHRM1 PAM	CHRM1 antagonist	M4 ag	CHO parental Ca	CHO-K1 Ca antag	CHRM4 antagonist	CHO-K1 Ca ag	OXTR potentiate	M1 ag
CC(C)CN1C=C2C(=O)C(C)(OC(=O)CCc3ccccc3)C(=O)C=C2C=C1c1ccc(C#N)cc1 (stereo not given)	8	-9	1	-19	-8	-1	0.4	-1	-9
COc1ccc(C(=O)Nc2nc3nccc(-c4ccccc4)n3n2)cc1	2	5	3	-4	-3	0	1.3	-10	-4
Oc1ccc(Cl)cc1C=Nc1ccc(Br)cc1	9	-3	0	-6	-9	-6	-0.1	0	-7
Cc1cccc(OCc2nc3ccccc3c(=O)n2N)c1	0	0	3	-12	6	-6	0.5	-4	-3
O=S(=O)(Nc1cccc(-c2ccc(N3CCCCCC3)nn2)c1)c1ccc(C(F)(F)F)cc1	-2	-3	0	-13	-19	-8	0.2	-5	-3
Cn1ccnc1SCC(=O)c1ccc(OC(F)F)cc1	7	-10	0	-9	-13	1	1.4	-7	-4
CCOC(=O)C(CCC(C)=O)C(=O)c1ccccc1 (stereo not given)	2	0	-1	-14	8	1	-0.3	2	-4
COc1ccc(CNC(=O)CN(Cc2ccc(OC)cc2)C(=O)CCC(=O)Nc2ccccn2)cc1	4	-16	1	-13	-18	4	0.0	-5	-6
CN1C(=O)C(CC(=O)NC2CCCCC2)SC1=Nc1ccccc1 (stereo not given)	6	-2	1	-11	-6	4	0.4	5	-8
O=C(O)C1CCN(C(=O)c2cc(F)cc3c2OCOC3)CC1	11	-4	0	-8	-3	-9	1.1	-2	-1
Cc1cc(C(=O)Nc2ccccc2N2CCOCC2)c2ccccc2n1	1	0	4	-27	1	2	2.2	1	-2
CN1C(=O)/C(=C\c2cccc(OCc3ccccc3)c2)SC1=S	-3	5	0	.	-3	1	0.5	.	-3
C=CCn1c(=N)n(CC(O)c2ccco2)c2ccccc21 (stereo not given)	2	6	1	-21	1	14	0.5	-14	-5
COc1ccc(C(=O)NC(CO)c2nnc(SCc3ccc(Cl)c(Cl)c3)n2C)cc1 (stereo not given)	2	-9	7	-34	-15	7	3.1	-5	-1

Screening results from PubChem.
